Screening results from PubChem BioAssay.
CHT allo act = allosterically activates the human high affinity choline transporter | Q9GZV3 | B-score at 10 µM | 310,000 compounds, 0.49% hits | CHT-expressing cells, membrane potential dye, choline EC20; stronger effect = higher value; LV-AA mutant CHT in HEK293 cells;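 active = initial fluorescence not abnormally high and integrated response B-score, plate-corrected, over 3 SD above library mean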
Target sequence (Q9GZV3 whole entry, looked up): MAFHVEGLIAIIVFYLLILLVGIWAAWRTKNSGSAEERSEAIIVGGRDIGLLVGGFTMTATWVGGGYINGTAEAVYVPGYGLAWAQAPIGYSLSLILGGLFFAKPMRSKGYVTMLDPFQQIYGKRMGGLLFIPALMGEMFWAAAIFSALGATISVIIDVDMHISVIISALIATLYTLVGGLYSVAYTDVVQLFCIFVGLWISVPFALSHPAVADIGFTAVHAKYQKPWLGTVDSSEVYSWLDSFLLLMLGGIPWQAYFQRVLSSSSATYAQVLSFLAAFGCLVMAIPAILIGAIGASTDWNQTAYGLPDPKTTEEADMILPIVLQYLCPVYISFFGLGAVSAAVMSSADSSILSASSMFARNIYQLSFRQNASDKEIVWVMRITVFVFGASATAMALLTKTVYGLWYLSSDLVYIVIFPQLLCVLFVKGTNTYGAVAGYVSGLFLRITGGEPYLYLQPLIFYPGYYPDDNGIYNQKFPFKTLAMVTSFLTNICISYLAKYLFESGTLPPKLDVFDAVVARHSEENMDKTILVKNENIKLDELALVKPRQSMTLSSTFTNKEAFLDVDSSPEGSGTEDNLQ
CHT inh = inhibitors of human choline transporter CHT. Q9GZV3. CHT-expressing cells, membrane potential dye, choline response; stronger effect = lower value. B-score at 10 µM. 310,000 compounds, 0.86% hits. AID 488975;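 active = B-score over 3 SD under the library average, and starting fluorescence ratio not unusually high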;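 also: choline stimulus applied at its EC90 after an EC20 pre-addition; B-score computed on integrated fluorescence ratio after choline addition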
STK33 kinase inh = inhibitors of human STK33 kinase; Q9BYT3; purified STK33, MBP phosphorylation, ADP-Glo luminescence; inhibition, % at 10 µM; 320,000 compounds, 0.073% hits; AID 2661;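 active = inhibition at or above 25%, using the most active replicate where run in duplicate; inactive = inhibition below 25%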
Active calls of the source: *; i = inactive; x = not tested or not shown. Compounds as they come (roughly 1.5% active in at least one column).

SMILES,CHT allo act,CHT inh,STK33 kinase inh
CC1(C)CC(NC(=O)C(=O)NCCc2ccc(Cl)cc2)CC(C)(C)N1,i,i,2.5
O=C(NCCc1ccccn1)c1ccc(NS(=O)(=O)c2ccc(F)cc2)cc1,i,i,-1.2
O=C(c1cccnc1)N1CCN(S(=O)(=O)c2cccc(Cl)c2)CC1,i,i,0.4
CCOc1ccc(-c2cc(C(=O)NCCCN3CCCC3)c3ccccc3n2)cc1,i,i,-0.3
c1ccc(N2CCN(c3ncnc4scc(-c5cccs5)c34)CC2)cc1,i,i,-1.3
CC(=O)Nc1ccc(S(=O)(=O)N2CCN(C(=O)N3CCCCC3)CC2)cc1,i,i,-1.8
CCC(=O)OCc1c(C(F)(F)F)nn(C)c1Sc1ccc(F)cc1,i,i,5.1
CSc1ncccc1C(=O)Nc1ccc(F)c(F)c1F,i,i,-1.3
Cc1oc(-c2ccc(C(F)(F)F)cc2)nc1CN(Cc1ccccn1)C[C@@H]1CCC(=O)N1,i,i,0.7
O=C(c1cc(-c2ccc(F)cc2)on1)N1CCOCC1,i,i,-1.0

One compound at a time, from the list above:
CSc1ncccc1C(=O)Nc1ccc(F)c(F)c1F reads CHT allo act: i; CHT inh: i; STK33 kinase inh: -1.3
CCC(=O)OCc1c(C(F)(F)F)nn(C)c1Sc1ccc(F)cc1 reads CHT allo act: i; CHT inh: i; STK33 kinase inh: 5.1

Further results:
SMILES,CHT allo act,CHT inh,STK33 kinase inh
COc1ccc(NC(=O)C/C(C)=N/NC(=O)c2cnccn2)cc1,i,i,-1.7
Cc1nc2c(cc1C(=O)N/N=C/c1ccc(O)c(O)c1)c(=O)n(C)c(=O)n2C,i,i,-3.6
O=C(NCCCN1CCOCC1)c1cc2c(s1)CCCC2,i,i,1.8
C=CCNC(=S)/C(=C(/[O-])c1ccc([N+](=O)[O-])cc1)[n+]1ccccc1,i,i,-1.6
CCc1ccc(OCC(O)CN2CCC(CN3C(=O)c4cccc5cccc(c45)C3=O)CC2)cc1 (stereo not given),i,i,-1.5
N/C(=N\OC(=O)CCCN1C(=O)c2ccccc2C1=O)c1ccccn1,i,i,-1.9
O=C(Nc1ccc(-c2noc(-c3ccccc3F)n2)cc1)c1cccs1,i,i,-1.3
Cc1nc(SCC(=O)NCc2cccs2)nc(C)c1C,i,i,1.9
Cc1ccc(NC(=O)C(C)OC(=O)/C=C/c2ccccc2)cc1 (stereo not given),i,i,-1.4
COC(=O)/C(=C\Nc1cccc(Cl)c1C)c1ncc(C(F)(F)F)cc1Cl,i,i,0.7
Cc1cccc(NC(=S)/N=C(\N)Nc2nc(C)c3cc(C)ccc3n2)c1,i,i,2.3
COc1ccc(-c2c(C#N)c(SCc3c(C)noc3C)nc3c2C(=O)CC(C)(C)C3)cc1,i,i,-1.5
COc1ccccc1CNCc1cccs1,i,i,-1.0
Cc1nn(-c2ccccc2)c(C)c1NC(=O)COc1ccc(Br)cc1Cl,i,i,1.0
Cc1cccc(C)c1NC(=S)N(CCc1ccncc1)C(C)C,i,i,1.2
O=C(N/C(=C\c1ccco1)C(=O)N1CCOCC1)c1ccco1,i,i,-0.1
Cc1cc(C)c2cc(CN(CC3CCCO3)S(=O)(=O)c3ccc4c(c3)OCCO4)c(=O)[nH]c2c1 (stereo not given),i,i,-0.6
COc1ccc([N+](=O)[O-])cc1NC(=O)COC(=O)C=C(C)C,i,i,1.2
CC1(C)Cc2c(sc(NC(=O)c3ccc(Br)o3)c2C#N)CO1,i,i,0.1
O=C(COC(=O)[C@H](Cc1ccccc1)NC(=O)c1cccs1)NC1CCCCC1,i,i,-2.1
COc1ccc2[nH]c(=O)c(CN(CCO)S(=O)(=O)c3ccc4c(c3)OCCO4)cc2c1,i,i,-1.1
COc1ccccc1NC(=O)CSc1n[nH]c(Cc2ccccc2)n1,i,i,0.1
COc1ccc2c(=O)c(-c3ccccc3C)c(C)oc2c1,i,i,-0.2
O=C(CSc1nnc2ccc(-c3cccnc3)nn12)Nc1ccccc1F,i,i,-0.2
Cc1c(Br)cc(C(=O)NCc2ccco2)c(C)c1C,i,i,0.4
Cc1ccc(-c2c(C)sc3ncn(CC(=O)N4CCOCC4)c(=O)c23)cc1C,i,i,-0.8
CC(C)OC(=O)CSc1nnc(-c2ccc(C(C)(C)C)cc2)n1N,i,i,x
Cc1nc(SCC(=O)O)n[nH]1,i,i,-0.8
CC1CC(=O)N(CC(=O)Nc2ccc(F)cc2)c2ccccc2S1(=O)=O (stereo not given),i,i,-0.2
Cc1cc(Nc2cccc(C(F)(F)F)c2)n2nc(C)nc2n1,i,i,x
CCc1ccc(Nc2oc(C)cc(=O)c2C(C)=O)cc1,i,i,-0.3
CCc1nnc(NC(=O)CCN(c2ccc(C)cc2)S(=O)(=O)c2ccccc2)s1,i,i,0.8
CCN(CC)CCC(=O)c1ccc(F)cc1,i,i,0.3
Cn1c(CCN2CCN(c3ccc(F)cc3)CC2)nc2cc(NC(=O)c3ccco3)ccc21,i,i,-1.5
O=C(Cc1ccccc1)Nc1ccc(N2CCCC2)cc1,i,i,-1.3
S=C1NC2=C(CCCC2)C2(CCCCC2)N1,i,i,-1.3
COc1ccc(CNCc2ccncc2)cc1OC,i,i,-3.5
C/C(=N/NC(=O)c1cn(-c2cccc(C)n2)cn1)c1ccc(C)cc1,i,i,-1.2
COc1cccc(NC(=O)CC2Oc3ccccc3NC2=O)c1 (stereo not given),i,i,-0.3
O=C(NCCc1csc(-c2ccccc2)n1)c1cccs1,i,i,-0.1
COc1cc(/C=C2\N=C(C)OC2=O)cc(Cl)c1OC(C)=O,i,i,-2.2
O=C(CC1C(=O)NCCN1CC(c1ccccc1)c1ccccc1)NCCc1cn[nH]c1 (stereo not given),i,i,0.3
COc1ccccc1CNC(=O)C1Cc2ccccc2C(=O)O1 (stereo not given),i,i,-0.8
OCC[C@@H]1C[C@@H](O)[C@H](O)[C@@]2(CCc3ccccc3CO2)O1,i,i,-0.5
COc1ccc2cnn(-c3ccccc3C)c(=O)c2c1OC,i,i,-0.7
CCOC(=O)C1CCCC(NS(=O)(=O)c2ccc(NC(C)=O)cc2)C1 (stereo not given),i,i,-1.5
CCOc1cc(C)ccc1OCc1nnc(SCC(=O)Nc2cccc(C(=O)O)c2)n1-c1ccccc1,i,i,-1.0
CCc1cccc(C)c1NC(=O)CN1C(=O)c2ccccc2S1(=O)=O,i,i,-0.7
CCOC(=O)c1nnsc1Nc1ccc(C)c(C)c1,i,i,-7.3
c1ccc(CSc2ncnc3sccc23)cc1,i,i,-0.5

(cont.)
SMILES,CHT allo act,CHT inh,STK33 kinase inh
CCCS(=O)(=O)c1nc(S(=O)(=O)c2ccc(C)cc2)c(NCCN2CCOCC2)s1,i,i,0.2
O=C(CC(C(=O)O)c1cccc(Cl)c1Cl)c1ccccc1 (stereo not given),i,i,-1.3
COc1ccc(/C=C(/NC(=O)c2ccccc2)C(=O)N2CCCCC2)cc1OC,i,i,-2.2
CN1/C(=C/C(=O)c2nc(S(C)(=O)=O)ncc2Cl)C(C)(C)c2ccccc21,i,-11*,5.5
Cc1ccc(C(C(=O)NC2CCCC2)N(C(=O)c2csnn2)C2CCCC2)o1 (stereo not given),i,i,-1.6
CCOC(=O)C1=C(C)OC(N)=C(C#N)C1c1cc(SCC)oc1C (stereo not given),i,i,-0.3
COC(=O)CSc1nc2[nH]ncc2c(=O)[nH]1,i,i,-0.6
O=C(O)c1ccccc1N(c1ccccc1)c1ccccc1,i,i,-1.2
CN(CC(=O)Nc1ccccc1Cl)C1CCCCC1,i,i,-1.2
Cc1ccc(S(=O)(=O)n2cc(-c3ccccc3)c(N)n2)cc1,i,i,0.6
Cc1ccc(C)c(-c2cc(C(=O)NNC(=S)NCC(C)C)c3ccccc3n2)c1,i,i,1.3
COc1cccc(-n2c(SCC(=O)N3CCCCC3)nc3c([nH]c4ccccc43)c2=O)c1,i,i,-0.4
CC(C)[C@H](N)c1cn([C@@H](CC(N)=O)C(=O)N2CCNCC2)nn1,i,i,4.3
c1ccc(OCc2nc(-c3cccs3)no2)cc1,i,i,-1.5
COc1ccc(OC)c(S(=O)(=O)NC2CCN(Cc3ccccc3)CC2)c1,i,i,-1.4
O=C(CSc1nnc(-c2cccs2)n1-c1ccccc1)c1ccc2c(c1)OCCO2,i,i,0.6
CC1CCC2(CC1)OCC1(CCC3(COC4(CCC(C)CC4)OC3)C1=O)CO2 (stereo not given),i,i,-0.8
COc1cc(OC)c(-n2c(C)cc(C=O)c2C)cc1Cl,i,i,-1.5
COc1cc(C(=O)NCc2ccccc2)cc(Br)c1OC,i,i,0.5
CCC1Oc2ccc(C)cc2N(CC(=O)NCCCN2CCCCC2CC)C1=O (stereo not given),i,i,-1.0
CCN1CSC(=S)N(Cc2ccc(OC)cc2)C1,i,i,1.8
COC(=O)c1c(C(=O)OC)c2n(c1C)Cc1ccccc1C2,i,i,2.0
CCC1=C(OC(=O)N(CC)CC)N2C(=O)OC(=NCc3ccccc3)[C@]2(C)[C@H]2C1=CC[C@H]1C(=O)N(CC(=O)OC)C(=O)[C@H]12,i,i,-0.9
C/C(=N/NC(=O)CNC(=O)c1ccncc1)c1ccco1,i,i,-2.1
O=C(NN=C1CCCC1)c1cc(O)cc(O)c1,i,i,-1.5
Cc1c(C)n(C)c2ccc(C(=O)N3CCN(c4ccccn4)CC3)cc12,i,i,-0.5
CC12CCC(=O)N1C(C(=O)Nc1ccc(F)cc1)CS2 (stereo not given),i,i,-0.6
CCN(CC)CCn1c(NCc2cccc(OC)c2)nc2ccccc21,i,i,-0.7
COc1ccc(NS(=O)(=O)c2ccc(N3CCOCC3)c(NC(=O)c3ccc(OC)cc3)c2)cc1,i,i,-3.6
O=C(COc1ccc(Br)cc1)N1CCC(c2ccccc2)C1 (stereo not given),i,i,-0.3
CCN1CCN(C(=S)Nc2ccc(Cl)cc2Cl)CC1,i,i,-0.5
O=C(COc1ccccc1)Nc1nc2c(s1)CCCC2,i,i,0.9
CCOc1ccccc1NC(=O)c1nc(S(=O)(=O)Cc2cccc(C)c2)ncc1Cl,i,i,-0.8
O=C(NNC(=O)C1[C@H]2CCCC[C@@H]12)c1ccc(=O)oc1 (stereo not given in full),i,i,-0.8
COC(=O)CCC(=O)NNC(=O)CCC(=O)Nc1cccc(Cl)c1C,i,i,-0.3
CC(=O)c1sc2c(c1N)c(=O)[nH]c(=O)n2-c1ccccc1,i,i,-0.2
O=C(CC(c1ccccc1)c1ccccc1)Nc1ccc(C(=O)O)cc1,i,i,-2.7
Cc1cc(Cl)ccc1NC(=S)NCc1ccc(Cl)cc1,i,i,-0.4
Cc1nnc(NC(=O)c2ccc(F)c(S(=O)(=O)N3CCCCC3)c2)s1,i,i,0.0
COc1ccccc1C1SCCN1S(=O)(=O)c1cccc(C(F)(F)F)c1 (stereo not given),i,i,-2.3
CC12CCC(C(=O)N(NC(=O)c3ccccc3Cl)C1=O)C2(C)C (stereo not given),i,i,-2.5
CCC1Oc2ccc(C)cc2N(CC(=O)NCCCN2CCN(Cc3ccccc3)CC2)C1=O (stereo not given),i,i,-1.3
O=S(=O)(NCc1cccnc1)c1ccc(Cl)nc1,i,i,-0.3
COc1cc(Nc2ncnc(N)n2)cc(OC)c1OC,i,i,2.8
O=C(NC1CCCCC1)c1cc(-n2cnnc2)ccc1Cl,i,i,-1.4
Cc1cc(C)nc(SCC(=O)Nc2ccc(S(=O)(=O)NC(C)(C)C)cc2)n1,i,i,0.7
COc1ccc(N(CCCN2C(=O)c3cccc4cccc(c34)C2=O)C(=O)c2cccs2)cc1,i,i,-1.4
Cc1ccc(N(C)S(=O)(=O)c2ccc(C)cc2)cc1,i,i,-0.2
O=C(NCCc1ccccc1)C(=O)c1c[nH]c2ccccc12,i,i,-3.2
O=C(Nc1c(C(=O)N2CCCCC2)cnn1-c1ccccc1)c1ccco1,i,i,-0.7

(more compounds)
SMILES,CHT allo act,CHT inh,STK33 kinase inh
CCN(C(=O)c1cn(C)c(=O)c2ccccc12)c1ccccc1F,i,i,0.1
Cc1cccc(Cn2c(NCC(C)O)nc3c2c(=O)n(C)c(=O)n3C)c1 (stereo not given),i,i,-1.2
CCc1cc(N2CCOCC2)cc2c1[nH]c1ccccc12,i,i,-1.1
COc1ccc(C(=O)NCCNc2nc3ccc(C)cc3cc2C#N)cc1OC,i,i,1.2
CCCCCc1nnc(NC(=O)Cn2cnc3ccccc3c2=O)s1,i,i,1.8
O=C(NC(=S)Nc1ccc(Br)cc1)C1CCC1,i,i,-1.5
O=C(CSc1nnc(-c2cccnc2)n1-c1ccccc1)NCc1ccc2c(c1)OCO2,i,i,1.1
COc1ccc(C)cc1NC(=O)c1cc(S(=O)(=O)N2CCC3(CC2)OCCO3)ccc1F,i,i,-0.3

Structural class, the entries above containing a cyano group (4)
SMILES,CHT allo act,CHT inh,STK33 kinase inh
COc1ccc(-c2c(C#N)c(SCc3c(C)noc3C)nc3c2C(=O)CC(C)(C)C3)cc1,i,i,-1.5
CC1(C)Cc2c(sc(NC(=O)c3ccc(Br)o3)c2C#N)CO1,i,i,0.1
CCOC(=O)C1=C(C)OC(N)=C(C#N)C1c1cc(SCC)oc1C (stereo not given),i,i,-0.3
COc1ccc(C(=O)NCCNc2nc3ccc(C)cc3cc2C#N)cc1OC,i,i,1.2
